Hep lipid drop: hepatic lipid droplet formation modulation; AML12 mouse hepatocytes, oleate lipid droplets, BODIPY imaging; inhibition, % at 6.5 µM; hit rate 0.4% among 240,000;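 active = lipid droplet intensity inhibited by at least 50%, with more than 500 cells counted; inconclusive = wells with under 300 cells, treated as cytotoxic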
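Assay system: AML12 mouse liver cells | Compound dosing: One dose, 6.5 µM compound | Read-out basis: Droplet intensity reduction, % inhibition | Measured by: Fluorescence imaging, 20x objective, two fields per well | Schedule: Overnight treatment with compound plus oleate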
Yfh1-off respiration: enhancers of respiration in Yfh1-depleted yeast, dose response, Friedreich's ataxia, plus single-dose screen (AID 1465) | S. cerevisiae Yfh1-off respiration, WST-1 reduction, 72 h; higher fold induction means a stronger effect | one-dose fold induction at 50 µM; EC50 in µM for titrated hits | hit rate 0.074% among 220,000;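 active = fold induction of absorbance versus untreated yeast above a set limit, then at least 30% activation at any dose in follow-up; inconclusive = repeats straddling the limit, or above it without dose testing; inactive = fold induction below the set limit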;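 note: activators that raise dye reduction in frataxin-depleted yeast; strong numbers were not always called active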
P. falciparum M1AAP: malaria alanyl aminopeptidase activity blockers – biochemical, fluorogenic H-Leu-NHMec substrate, 1536-well (AID 1445); inhibition, % at 30 µM; hits with a dose series show IC50 in µM; recombinant M1AAP, H-Leu-NHMec fluorogenic kinetic assay; higher % means a stronger effect; hit rate 0.42% among 220,000;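 active = primary inhibition above the hit cutoff, then over 50% inhibition at one or more dose response concentrations, cut at about 23% in these data, passing the limit was not always enough; inconclusive = conflicting primary data, or primary hits not chosen for dose response; inactive = low primary inhibition, or under 50% at every dose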;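 note: plate controls were DMSO full reaction for no effect and no enzyme background for full effect; strong numbers were not always called active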
CSM14.1 death rescue: protection against thapsigargin-triggered cell killing – 384-well, CSM14.1, ATP luminescence, primary screen (AID 1222); CSM14.1 thapsigargin-induced death rescue, ATP luminescence; higher % means a stronger effect; cellular ATP content (survival), % at 20 µM, or EC50 in µM where a hit was titrated; 190,000 tested, under 10 active;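 active = EC50 below 50 µM in the dose-response confirmation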;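 note: death triggered by thapsigargin at about 15 µM added after 2 h compound pretreatment; cell ATP read after overnight thapsigargin exposure of roughly 18 to 22 hours; normalized against plate controls of thapsigargin alone and 5% DMSO vehicle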
M17LAP inhibition: P. falciparum M17LAP inhibitors, primary screen, biochemical, fluorogenic H-Leu-NHMec substrate, 1536-well (AID 1619); recombinant M17LAP, H-Leu-NHMec fluorogenic kinetic assay; higher % means a stronger effect; inhibition, % at 30 µM, or IC50 in µM where a hit was titrated; hit rate 0.38% among 220,000;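 active = compound inhibiting the enzyme by more than half at any dose during confirmatory dose-response retesting; inconclusive = strong single-dose inhibitors picked by rank but not retested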;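 note: plate controls were full reaction with DMSO carrier for no effect and no enzyme background for full effect; strong numbers were not always called active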
Autophagy HCS: alters autophagy in cells. MEF GFP-LC3 puncta imaging; test concentration mostly 10 µM. calls only at 10 µM (by protocol). hit rate 0.98% among 190,000;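 active = percentage of spot-positive cells more than 3 SD above its plate mean, without a fluorescence outlier flag or 80% toxicity; inconclusive = no clear call, values can overlap the other calls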;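 note: spot-positive cell cutoff set from DMSO-treated cells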
Dynein cargo inh: blocks dynein driven cargo transport along microtubules | 3617.4 mouse cells, GR-EGFP nuclear translocation imaging; test concentration mostly 20 µM; stimulated with dexamethasone, 1 µM; active compounds read low | z-score, hits read low | hit rate 0.47% among 220,000 | AID 1381;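 active = plate z-score of nuclear minus cytoplasmic receptor signal below a set negative limit, without overly bright fluorescence or cell loss, cut at about -3.5 in these data, passing the limit was not always enough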;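 note: z-score of nuclear minus cytoplasmic ring GR-EGFP intensity difference per well; some compounds called inactive have numbers as strong as hits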
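Buffer or medium – tet-free medium with charcoal-stripped serum · Signal – automated 10x imaging of fixed Hoechst-stained cells · Also added – dexamethasone agonist, 1.0 µM final, for 30 min · Incubation – induction 48 h, compound 1 h, agonist 30 min · Read-out – GR-EGFP nuclear translocation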
MT stabilize HCS: microtubule stabilization, imaging screen; HeLa tubulin immunostaining HCS, 24 h; share of cells brighter than vehicle mean+2SD; % tubulin-high responders, % at 10 µM; hit rate 0.83% among 200,000; AID 2205;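 active = plate Z-score above 3 for both tubulin-high and condensed-nucleus cell shares, with cell loss under 80%, at 10 µM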;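 note: anti alpha tubulin signal scored within the nucleus-defined area of each cell; some results filed as inactive read as strong as hits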
Ins promoter up: MIN6 insulin promoter up-regulation; MIN6 insulin promoter-GFP reporter, high-content imaging; active compounds read high; z-score at 5 µM; hit rate 0.3% among 190,000;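 active = z-score above 3 at 5 µM with at least 500 cells counted in the well; inconclusive = wells under 500 cells, flagged as cytotoxic or low count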
Dynein cargo inh cytoplasmic EGFP: further read-out of Dynein cargo inh, marked with its call; z-score; measured here: cytoplasmic GR-EGFP intensity; active compounds read high
Dynein cargo inh nuclear GR-EGFP: second read-out of Dynein cargo inh, no call of its own (marks repeat the call); z-score; measured here: nuclear GR-EGFP intensity;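 lower value marks the stronger effect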
Dynein cargo inh cell count: second read-out of Dynein cargo inh, no call of its own (marks repeat the call); z-score; measured here: cell count per field
Ins promoter up cell count: second read-out of Ins promoter up, no call of its own (marks repeat the call); cell count; measured here: cytotoxicity, nuclei count;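 total cells summed across four imaged fields per well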
Hep lipid drop cells 6.5 µM: also measured in Hep lipid drop; calls as there; cell count; measured here: cell count, cytotoxicity flag;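 cells counted across two imaged fields per well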
MT stabilize HCS Hoechst-high %: second read-out of MT stabilize HCS, no call of its own (marks repeat the call); % Hoechst-high responders; measured here: nuclear condensation Hoechst responders;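 share of cells brighter than vehicle mean plus two SD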
MT stabilize HCS cytotoxicity %: further read-out of MT stabilize HCS, marked with its call; toxicity, %; measured here: cytotoxicity by cell density;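 0% = mean cell density of plate MIN control wells and 100% = no cells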
Autophagy HCS cell loss 18 h: further read-out of Autophagy HCS, marked with its call; toxicity, %; measured here: cell loss, nuclei count;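 cell loss after 18 h compound exposure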
* marks the source's active call; other numbers are inactive results; i = inactive; ? = inconclusive; . = no result given.

Every second line gives: Hep lipid drop	Hep lipid drop cells 6.5 µM	Yfh1-off respiration	P. falciparum M1AAP	CSM14.1 death rescue	M17LAP inhibition	Autophagy HCS	Autophagy HCS cell loss 18 h	Dynein cargo inh	Dynein cargo inh cytoplasmic EGFP	Dynein cargo inh nuclear GR-EGFP	Dynein cargo inh cell count	MT stabilize HCS	MT stabilize HCS Hoechst-high %	MT stabilize HCS cytotoxicity %	Ins promoter up	Ins promoter up cell count
O=C1[C@@H]2[C@H](C(=O)N1n1cnnc1)[C@H]1C=C[C@@H]2C1
  .	.	i	5%	-1.8%	-6%	i	7	0.36	-0.34	0.18	-0.27	3.9	3.3	6.7	0.51	938
CCOC(=O)C1(CC2CCCCO2)CCN(C(=O)Nc2ccc(C)c(C)c2)CC1 (centres undefined)
  17	678	i	2%	1.6%	-2%	i	11	-0.43	-0.28	-0.19	0.53	3.3	1.6	5.7	0.55	1293
O=c1[nH][nH]c(=O)c2c(NS(=O)(=O)c3ccccc3)cccc12
  22	696	i	10%	1.9%	-4%	i	-28	-0.081	-0.31	0.074	0.44	3.6	1.8	4.1	-0.14	1415
O=C(Nc1cc(-c2ccccc2)[nH]n1)c1ccccc1F
  12	694	i	7%	.	10%	.	.	0.24	-0.22	1.1	-0.71	.	.	.	-0.34	997
O=C(N/N=C\c1cc(Br)ccc1O)c1ccc(S(=O)(=O)N2CCCCC2)cc1
  -3	619	i	?	-1.8%	1%	i	24	-0.42	-0.13	-0.45	0.3	4.2	1.9	1.0	-0.34	1174
COc1cccc(NC(=O)c2cc(-c3ccncc3)nc3c(C)cc(C)cc23)c1
  .	.	i	-4%	26%	-5%	i	6	0.71	-0.29	1	0.07	5.9	5.8	7.5	-0.75	1303
CC(C)N1CCC(=NNc2ccc([N+](=O)[O-])cc2S(=O)(=O)N2CCOCC2)CC1
  4	698	i	5%	0.8%	3%	i	5	-0.65	-0.2	-0.094	0.18	1.6	2.2	13	-0.1	1677
Cc1nc2c3cc(F)ccc3n(Cc3ccccc3)c2s1
  -43	449	i	-2%	-2.9%	-1%	i	35	1.2	-0.2	0.86	-1.3	28*	34*	50*	-1	900
O=C(O)CCC(=O)NCCn1c(-c2ccccc2)csc1=Nc1ccccc1
  .	.	i	2%	3.2%	4%	i	1	-0.73	-0.17	-0.19	1	1.4	1.7	11	-0.25	1529
CC(C)CNC(=O)COC(=O)c1ccc(Cl)c(S(=O)(=O)N2CCc3ccccc32)c1
  13	666	i	2%	0.8%	-3%	i	34	-0.67	-0.36	-0.39	1.8	4.3	1.5	6.8	0.44	1307
COc1cc(C(=O)N2CCC(n3cnc4cc(F)ccc43)CC2)cc(OC)c1OC
  8	769	i	6%	3.8%	-8%	i	5	1.8	-0.19	1.1	-0.88	2.3	2.8	11	0.12	1244
Cc1csc(OCc2ccc(C#N)cc2)n1
  -12	634	i	4%	.	5%	i	7	0.73	-0.29	-0.42	0.32	3.1	1.5	6.0	.	.
Cc1ccc(C(=O)C2CCN(CC(=O)N3CCN(c4ccc(F)cc4)CC3)CC2)cc1
  15	730	i	1%	-0.2%	1%	i	4	-1.5	-0.17	-0.71	-0.013	3.2	3.0	9.6	.	.
Nc1cccc(-n2nnnc2CN2CCOCC2)c1
  -4	658	i	7%	-2.9%	-1%	i	-7	0.44	-0.15	0.5	-0.75	1.5	2.7	12	.	.
N#Cc1ccccc1Sc1ccccc1C(=O)Nc1ccccc1
  .	.	i	5%	0.6%	20%	i	-6	2	-0.16	0.88	-1.3	1.3	1.1	0.7	-0.69	1477
Cn1c(=O)c(C(=O)CN2CCCCC2)c(N)n(Cc2ccccc2)c1=O
  -6	690	i	5%	.	-1%	.	.	-0.24	-0.26	0.73	-0.3	.	.	.	-0.7	1052
C=CCn1c(COc2cccc(C)c2)nnc1SCn1nnc2ccccc2c1=O
  -32	661	i	-1%	-1.4%	-10%	i	15	0.51	-0.26	0.027	-0.35	0.9	3.5	15	0.37	1459
COc1ccc(S(=O)(=O)N(CC(=O)NC2CC2)c2ccc(C)cc2)cc1OC
  0	730	i	11%	-1.6%	0%	i	-1	0.26	-0.15	0.015	0.94	1.4	2.1	8.7	-0.29	1328
C/C(=N\OCC(=O)Nc1ccccc1C(C)(C)C)c1ccc2c(c1)OCCO2
  -14	674	i	-2%	-2.2%	-5%	i	3	0.33	-0.19	0.47	-0.18	5.7	3.3	3.8	-0.75	1492
O=C(c1ccc(N2C(=O)CCC2=O)cc1)N1CCN(c2ccccc2)CC1
  -6	765	i	4%	4.9%	-9%	i	4	0.11	-0.22	0.35	0.19	5.8	3.7	6.5	1.5	1245
COCCNC(=S)NNC(=O)c1cccs1
  -12	683	i	-3%	0.9%	1%	i	-7	0.54	-0.24	0.0008	0.21	1.7	2.0	3.8	.	.
Nc1nc(-c2cc(Cl)cc(Cl)c2OC(F)F)cs1
  5	725	i	0%	-0.7%	-8%	i	30	0.39	-0.32	0.14	-0.42	1.2	1.5	6.2	-0.57	1271
C=CCOc1ccc(C2NC(=S)NC(C)=C2C(=O)c2ccccc2)cc1OC (centres undefined)
  -10	709	i	8%	-1.4%	12%	i	1	-1.1	-0.22	-0.88	0.49	4.4	3.1	2.5	1.4	1530
CNS(=O)(=O)c1cccc(C(=O)OCc2cc(Cl)cc3c2OCOC3)c1
  .	.	i	-8%	3.0%	-25%	i	0	-0.31	-0.22	0.0065	0.3	2.4	2.0	4.3	-1	1277
Cc1cc(C)nc(N/N=C/c2ccccc2OCc2ccc([N+](=O)[O-])cc2)n1
  -6	613	i	10%	-1.1%	7%	i	-10	0.077	-0.28	-0.27	0.03	1.8	4.0	14	-0.06	1323
CCCCSc1nnc2nc(C)cc(C)n12
  -13	676	i	-4%	-1.5%	-1%	i	-16	-0.047	-0.31	0.047	-0.24	4.5	2.3	2.0	-0.64	1033
O=C(NCC(c1cccnc1)N1CCN(c2ccc(F)cc2)CC1)OCc1ccccc1 (centres undefined)
  .	.	i	5%	1.7%	4%	i	2	3.4	0.14	1.6	-1.1	2.0	1.5	11	2.8	846
CC(C)CCNC(=O)C1CCC(CNc2c(N3CCCC3)c(=O)c2=O)CC1 (centres undefined)
  -41	716	i	4%	.	-2%	.	.	0.23	-0.24	0.52	0.9	.	.	.	1.8	928
CCOc1ccccc1NC(=S)N(CCCN1CCOCC1)Cc1cn(C)c2ccccc12
  -12	608	i	4%	-2.2%	-13%	i	-1	0.36	-0.26	0.3	0.54	2.7	2.2	4.7	.	.
COC(=O)c1sc(NC(=O)COc2cccc(C)c2)nc1C
  -14	678	i	5%	3.1%	1%	i	1	-0.77	0.042	-0.1	-0.23	2.4	2.3	1.6	0.55	1271
CC(=O)Nc1ccc(S(=O)(=O)Nc2nc3ccccc3nc2N2CCCC2)cc1
  12	725	i	22%	.	25%	i	-4	1.4	-0.24	1.5	-0.26	1.6	2.4	15	-0.05	1246
Cc1ccc(/C=N/Nc2ccc(Cl)nn2)cc1
  -12	654	i	-3%	.	0%	.	.	0.38	-0.24	0.64	-0.88	.	.	.	-0.14	1090
O=c1nc(N2CCOCC2)ccn1-c1nc(-c2ccccc2)sc1-c1ccccc1
  0	732	i	19%	.	2%	.	.	0.65	1.6	0.54	-0.06	.	.	.	0.37	1413
Cc1cc(C(=O)OCC(=O)N2CCCC2)c2ccccc2n1
  .	.	i	2%	-0.4%	4%	i	30	1.9	0.28	1.2	-1.1	1.3	1.6	9.6	-0.65	855
O=C(CSc1nc2ccccc2c(=O)n1CCCO)NCc1ccccc1
  .	.	i	4%	-1.9%	19%	i	10	-0.71	-0.54	-0.31	0.39	3.7	2.6	10	0.11	1574
Cc1c(NC(=O)c2cc(-c3ccc(O)cc3)on2)c(=O)n(-c2ccccc2)n1C
  -1	756	i	2%	.	5%	.	.	-0.48	-0.1	-0.1	1.3	.	.	.	-0.63	1153
Cc1cc(C(=O)Nc2nc(C)c(C(=O)N(C)C)s2)ccc1[N+](=O)[O-]
  -5	693	i	2%	-0.5%	12%	i	8	-0.14	-0.25	-0.4	0.14	2.6	1.6	9.7	-0.28	1375
Brc1ccc(CN2C3=NCCCN3c3ccccc32)cc1
  -2	614	i	11%	3.0%	5%	i	-4	-0.41	-0.23	-0.039	-0.46	3.9	3.4	6.4	-1.8	1034
Cc1cc(C(F)F)nn1CC(=O)NC1C(=O)N2C(C(=O)O)=C(CSc3nnnn3C)CSC12 (centres undefined)
  -13	635	i	4%	-7.7%	20%	i	33	0.5	-0.38	-0.18	0.17	4.1	2.7	7.9	-0.66	1289
NC(=S)NNC(=O)c1ccccc1
  .	.	i	2%	-0.4%	2%	i	-6	-0.16	-0.22	0.31	0.64	2.3	1.6	4.6	-0.13	1526
O=C(NCc1ccccc1)/C(NC(=O)c1ccccc1)=C(/Sc1ccccn1)c1ccccc1
  17	712	i	-1%	-1.2%	-1%	i	-5	0.33	-0.27	0.16	0.95	3.0	1.4	1.8	.	.
Cc1ccc(C)c(NCCC#N)c1
  -11	654	i	3%	-1.8%	5%	i	14	0.35	-0.28	-0.25	-0.72	2.2	1.9	4.8	0.43	1342

Screening results: PubChem BioAssay, several laboratories
